Mtb BioA inh – inhibitors of Mycobacterium tuberculosis BioA enzyme; purified M. tuberculosis BioA enzyme, plate reader; inhibition, % at 9.99 µM; actives 0.096% (n = 360,000); AID 602481; in the data active = inhibition above about 40%
Starred values were filed as active, the others as inactive. These rows are one share of the data; the hit share may differ from the screen's.

Sample of the layout:
SMILES	Mtb BioA inh
CO[C@H]1CN(C)C(=O)c2ccc(NC(=O)Cc3ccccc3)cc2OC[C@@H](C)NC[C@@H]1C	-1.7
C[C@H](CO)N1C[C@H](C)[C@H](CN(C)CC2CC2)OCCCC[C@H](C)Oc2ccc(NC(=O)Nc3ccccc3)cc2C1=O	-0.4
COc1ccc(S(=O)(=O)Nc2ccc3c(c2)C(=O)N([C@@H](C)CO)C[C@@H](C)[C@H](CN(C)S(=O)(=O)c2ccc(OC)cc2)O3)cc1	3.3

The list itself, from the first entry:
SMILES	Mtb BioA inh
CO[C@H]1CN(C)C(=O)c2ccc(NC(=O)Cc3ccccc3)cc2OC[C@@H](C)NC[C@@H]1C	-1.7
C[C@H](CO)N1C[C@H](C)[C@H](CN(C)CC2CC2)OCCCC[C@H](C)Oc2ccc(NC(=O)Nc3ccccc3)cc2C1=O	-0.4
COc1ccc(S(=O)(=O)Nc2ccc3c(c2)C(=O)N([C@@H](C)CO)C[C@@H](C)[C@H](CN(C)S(=O)(=O)c2ccc(OC)cc2)O3)cc1	3.3
CO[C@H]1CC[C@H]2CCN(C)C(=O)[C@@H](C)N(C)C(=O)c3cccc(C#N)c3OC[C@@H]1O2	-1.7
COc1ccccc1CNC(=O)C[C@@H]1C[C@@H]2c3cc(NC(=O)Nc4ccc(C(F)(F)F)cc4)ccc3O[C@@H]2[C@H](CO)O1	-0.9
CN1C(=O)c2cc(NC(=O)NCc3ccccc3)ccc2OC[C@@H]2O[C@@H](CC(=O)NCC3CCCCC3)CC[C@H]21	-4.8
O=C(C[C@@H]1C[C@H]2c3cc(NC(=O)C4CCOCC4)ccc3O[C@H]2[C@H](CO)O1)NCc1ccccc1F	0.7
C[C@@H]1CN([C@H](C)CO)C(=O)c2cc(NC(=O)c3ccncc3)ccc2O[C@@H](C)CCCCO[C@H]1CN(C)Cc1ccccc1	4.4
CCS(=O)(=O)Nc1ccc2c(c1)C(=O)N(C)[C@H]1CC[C@H](CC(=O)Nc3ccccc3)O[C@H]1CO2	0.5
C[C@H](CO)N1C[C@H](C)[C@@H](CN(C)Cc2ccc(Cl)c(Cl)c2)OCCCC[C@H](C)Oc2ccc(NC(=O)Nc3ccc(C(F)(F)F)cc3)cc2C1=O	-4.2
COCC#Cc1cnc2c(c1)C(=O)N([C@H](C)CO)C[C@H](C)[C@H](CN(C)C(=O)Cc1cccnc1)O2	-0.2
COc1ccccc1NC(=O)N(C)C[C@@H]1Oc2cc(Br)ccc2S(=O)(=O)N([C@@H](C)CO)C[C@H]1C	-2.6
COCCCNC(=O)[C@@]1(Cc2ccccc2N=[N+]=[N-])N=C(c2ccc(OCCCO)cc2)O[C@H]1c1ccccc1	-1.3
CO[C@H]1CN(C)C(=O)c2cc(NC(=O)C3CCOCC3)ccc2OC[C@H](C)N(CC2CC2)C[C@H]1C	-0.9
COc1cccc(NC(=O)C[C@H]2CC[C@H]3[C@H](COc4ccc(NS(=O)(=O)c5cccc(F)c5)cc4C(=O)N3C)O2)c1	-1.7
C[C@@H]1CCCCO[C@H](CN(C)Cc2ccncc2)[C@H](C)CN([C@@H](C)CO)C(=O)c2cc(NS(=O)(=O)c3ccccc3)ccc2O1	0.4
C[C@H](CO)N1C[C@H](C)[C@H](CN(C)C(=O)CCCN(C)C)OCCCC[C@H](C)Oc2ccc(NS(=O)(=O)c3ccc(F)cc3)cc2C1=O	0.3
CO[C@H]1CN(C)C(=O)c2ccc(NC(=O)C3CCCCC3)cc2OC[C@@H](C)N(Cc2nccs2)C[C@H]1C	-1.7
C[C@@H]1CN([C@@H](C)CO)C(=O)c2cc(NC(=O)CCC(F)(F)F)ccc2O[C@@H]1CN(C)S(=O)(=O)c1ccccc1	0.1
C[C@@H]1CN([C@H](C)CO)C(=O)c2cc(NS(=O)(=O)c3ccc(F)cc3)ccc2O[C@@H]1CN(C)Cc1ccc(-c2ccccc2)cc1	-0.5
C[C@@H]1CN([C@@H](C)CO)C(=O)c2cccc(NC(=O)c3ccc(-c4nccs4)cc3)c2O[C@@H]1CN(C)Cc1ccc(C(=O)Nc2ccccc2N)cc1	-1.2
CCCN1[C@@H]2c3ccc(-c4ccncc4)c(=O)n3C[C@H]1[C@H](CO)[C@H]2C(=O)N1CCCCC1	-0.3
C[C@H](CO)N1C[C@H](C)[C@H](CN(C)C(=O)Nc2ccc(F)cc2)Oc2ccc(NC(=O)C3CC3)cc2C1=O	0.9
CNC[C@@H]1OCCCC[C@@H](C)Oc2ccc(NC(=O)Cc3ccccc3)cc2C(=O)N([C@H](C)CO)C[C@@H]1C	-1.6
C[C@@H]1CN([C@@H](C)CO)S(=O)(=O)c2ccc(-c3cccc(C(=O)N(C)C)c3)cc2O[C@@H]1CN(C)C(=O)Cc1ccccn1	-0.2
Additional records
SMILES	Mtb BioA inh
O=C(NCc1ccccc1F)[C@H]1[C@H](CO)[C@H]2Cn3c(cccc3=O)[C@H]2N1C(=O)CC1CC1	0.6
O=C(C[C@H]1C[C@H]2c3cc(NS(=O)(=O)c4ccc(F)cc4)ccc3O[C@H]2[C@H](CO)O1)NCc1ccc(-c2ccccc2)cc1	-1.6
C[C@@H]1CN([C@H](C)CO)C(=O)Cc2cc(NC(=O)Cc3ccccc3)ccc2O[C@H]1CN(C)S(=O)(=O)c1ccccc1	-0.6
O=C(Nc1ccc(F)cc1)N1CCCCN2[C@H](CO)[C@H](c3ccc(C#CC4CC4)cc3)[C@H]2C1	-3.4
CC(=O)N(C)C[C@H]1Oc2cc(C#Cc3ccccc3)ccc2S(=O)(=O)N([C@H](C)CO)C[C@@H]1C	-1.0
O=C(Cc1ccncc1)NCC[C@H]1CC[C@@H](NC(=O)C2CCOCC2)[C@H](CO)O1	3.5
Cc1ccccc1-c1cnc2c(c1)C(=O)N([C@@H](C)CO)C[C@H](C)[C@@H](CN(C)C(=O)c1ccc(F)cc1)O2	1.1
C[C@@H]1CN([C@H](C)CO)C(=O)c2cc(NC(=O)Nc3ccccc3)ccc2O[C@@H]1CN(C)Cc1ccc2c(c1)OCO2	1.2
CC(C)C(=O)Nc1ccc2c(c1)C(=O)N(C)[C@@H]1CC[C@H](CC(=O)N[C@H](C)c3ccccc3)O[C@@H]1CO2	-1.3
C[C@H]1CN([C@@H](C)CO)C(=O)c2cc(NC(=O)c3ccncc3)ccc2O[C@H]1CN(C)S(=O)(=O)c1cccs1	11.1
O=S(=O)(c1ccc(F)cc1)N1CCCCN2[C@H](CO)[C@H](c3ccc(C#CC4CC4)cc3)[C@H]2C1	-1.9
C[C@@H]1CN([C@H](C)CO)C(=O)c2cc(NS(=O)(=O)c3cn(C)cn3)ccc2O[C@@H]1CN(C)S(=O)(=O)c1ccc(F)cc1	-0.8
C/C=C/c1ccc2c(c1)O[C@@H](CN(C)S(C)(=O)=O)[C@H](C)CN([C@H](C)CO)S2(=O)=O	5.3
O=C(C1CC1)N1CCCCN2[C@H](CO)[C@H](c3ccc(-c4cccc(F)c4)cc3)[C@@H]2C1	-0.4
C[C@@H]1CN([C@H](C)CO)C(=O)c2cccc(NC(=O)C3CCOCC3)c2O[C@H]1CN(C)C	0.8
O=C(NC1CCC1)[C@H]1[C@H](CO)[C@H]2Cn3c(ccc(-c4ccccc4)c3=O)[C@@H]1N2	3.4
O=C(Cc1ccccn1)NCC[C@@H]1CC[C@H](NC(=O)Nc2ccc(Cl)cc2)[C@@H](CO)O1	-1.0
COc1ccc(S(=O)(=O)Nc2ccc3c(c2)C(=O)N([C@@H](C)CO)C[C@@H](C)[C@H](CN(C)Cc2ccc4c(c2)OCO4)O3)cc1	-2.3
Cc1ccc(-c2cnc3c(c2)C(=O)N([C@H](C)CO)C[C@@H](C)[C@@H](CN(C)Cc2ccccc2F)O3)cc1	-0.8
CO[C@H]1CN(C)C(=O)c2ccc(NC(=O)c3cnccn3)cc2OC[C@H](C)N(CCc2ccccc2)C[C@@H]1C	2.3
COc1ccc(NC(=O)N2CCCCN3[C@H](CO)[C@@H](c4ccc(C5=CCCC5)cc4)[C@@H]3C2)cc1	-5.2
O=C(Nc1ccc(F)cc1)N1CCCCN2[C@H](CO)[C@H](c3ccc(-c4cccc(F)c4)cc3)[C@@H]2C1	-1.4
C/C=C/c1ccc([C@H]2[C@@H](CN(C)C(=O)c3ccccn3)N(C(C)=O)[C@H]2CO)cc1	-1.7
O=C(Nc1ccc2c(c1)[C@@H]1C[C@@H](CC(=O)N3CCOCC3)O[C@H](CO)[C@@H]1O2)NC1CCCCC1	-0.6
C[C@@H]1CN([C@@H](C)CO)C(=O)Cc2cc(NC(=O)Nc3ccc4c(c3)OCO4)ccc2O[C@H]1CN(C)S(=O)(=O)c1ccc(Cl)cc1	-3.3

Some of these compounds in order of heavy-atom count, lowest first:
SMILES	Mtb BioA inh
C/C=C/c1ccc2c(c1)O[C@@H](CN(C)S(C)(=O)=O)[C@H](C)CN([C@H](C)CO)S2(=O)=O	5.3
O=C(C1CC1)N1CCCCN2[C@H](CO)[C@H](c3ccc(-c4cccc(F)c4)cc3)[C@@H]2C1	-0.4
O=C(Nc1ccc(F)cc1)N1CCCCN2[C@H](CO)[C@H](c3ccc(-c4cccc(F)c4)cc3)[C@@H]2C1	-1.4
C[C@H]1CN([C@@H](C)CO)C(=O)c2cc(NC(=O)c3ccncc3)ccc2O[C@H]1CN(C)S(=O)(=O)c1cccs1	11.1
CO[C@H]1CN(C)C(=O)c2ccc(NC(=O)c3cnccn3)cc2OC[C@H](C)N(CCc2ccccc2)C[C@@H]1C	2.3
COc1ccc(S(=O)(=O)Nc2ccc3c(c2)C(=O)N([C@@H](C)CO)C[C@@H](C)[C@H](CN(C)Cc2ccc4c(c2)OCO4)O3)cc1	-2.3

Remaining list, next part
SMILES	Mtb BioA inh
Cc1ccccc1-c1cnc2c(c1)C(=O)N([C@H](C)CO)C[C@H](C)[C@H](CN(C)C(=O)c1cccnc1)O2	-0.1
CC(C)C#Cc1cnc2c(c1)C(=O)N([C@@H](C)CO)C[C@H](C)[C@H](CN(C)C(=O)CCN1CCCCC1)O2	-2.1
COc1ccccc1-c1cnc2c(c1)C(=O)N([C@H](C)CO)C[C@H](C)[C@H](CN(C)C(C)=O)O2	1.6
CO[C@@H]1CN(C)C(=O)c2ccc(NC(=O)Nc3cc(F)ccc3F)cc2OC[C@H](C)NC[C@@H]1C	1.1
COc1cccc(-c2cccc(-c3nc(C(=O)O)cc4c3[C@H](CCO)N(S(=O)C(C)(C)C)C4)c2)c1 (stereo partly drawn)	-0.1
C[C@H](CO)N1C[C@H](C)[C@@H](CN(C)S(=O)(=O)c2ccc(Cl)cc2)Oc2ccc(NS(=O)(=O)c3ccc(F)cc3)cc2CC1=O	-7.8
C[C@@H]1CN([C@@H](C)CO)C(=O)c2cc(C#C[C@@H](C)O)cnc2O[C@@H]1CN(C)C(=O)Cc1ccccn1	-1.0
CCCC(=O)Nc1ccc2c(c1)OC[C@@H](C)N(Cc1ccccc1)C[C@@H](C)[C@H](OC)CN(C)C2=O	2.2
O=C(Cc1ccccc1)N1CCCCN2[C@@H](CO)[C@@H](c3ccc(-c4ccccc4)cc3)[C@@H]2C1	10.3
O=C(C[C@H]1CC[C@@H]2[C@H](COC[C@@H](O)CN2Cc2cc(F)ccc2F)O1)N[C@H]1CCN(Cc2ccccc2)C1	0.6
CCCC(=O)Nc1ccc2c(c1)C(=O)N(C)C[C@@H](OC)[C@H](C)CN(Cc1ccccc1F)[C@H](C)CO2	-1.0
C[C@H](CO)N1C[C@H](C)[C@@H](CN(C)C(=O)Nc2ccccc2F)Oc2cc(-c3ccccc3)ccc2S1(=O)=O	-0.3
O=C(C[C@H]1C[C@@H]2c3cc(NC(=O)C4CCC4)ccc3O[C@@H]2[C@@H](CO)O1)NCc1ccccc1	2.4
C[C@@H]1CN([C@@H](C)CO)S(=O)(=O)c2ccc(C#CC3CC3)cc2O[C@H]1CN(C)C(=O)c1ccccc1	-0.2
COC(=O)[C@@H]1[C@@H](CO)[C@@H]2Cn3c(ccc(-c4cccc(F)c4)c3=O)[C@@H]2N1Cc1ccccn1	3.4
C[C@@H]1CCCCO[C@H](CN(C)Cc2ccncc2)[C@H](C)CN([C@@H](C)CO)C(=O)c2cc(NS(=O)(=O)c3cn(C)cn3)ccc2O1	1.1
C[C@@H]1CN([C@H](C)CO)C(=O)Cc2cc(NC(=O)Nc3cccc4ccccc34)ccc2O[C@H]1CN(C)CC1CC1	-1.0
C[C@H](CO)N1C[C@H](C)[C@H](CN(C)S(=O)(=O)c2ccccc2)Oc2cc(Br)ccc2S1(=O)=O	3.0
C[C@H]1CCCCO[C@H](CN(C)C(=O)Nc2ccc(F)cc2)[C@@H](C)CN([C@@H](C)CO)C(=O)c2cc(NC(=O)Cc3ccccc3)ccc2O1	-1.0
C[C@H](CO)N1C[C@H](C)[C@@H](CN(C)S(=O)(=O)c2ccc(Cl)cc2)Oc2c(NC(=O)C3CCCCC3)cccc2C1=O	0.2
C[C@H]1CN([C@@H](C)CO)C(=O)Cc2cc(NC(=O)Nc3ccc(F)cc3)ccc2O[C@H]1CN(C)Cc1ccncc1	-0.9
O=C(NC1CCCC1)N1CCCCN2[C@@H](CO)[C@@H](c3ccc(/C=C/c4ccccc4)cc3)[C@@H]2C1	-3.7
CCCN1[C@H](C(=O)NC2CCC2)[C@@H](CO)[C@@H]2Cn3c(ccc(-c4cccnc4)c3=O)[C@@H]21	3.9
CCS(=O)(=O)N[C@@H]1CC[C@@H](CC(=O)NCc2ccccn2)O[C@@H]1CO	-1.6
C[C@H]1CN([C@@H](C)CO)C(=O)c2cc(-c3ccc(C#N)cc3)cnc2O[C@@H]1CN(C)C(=O)Nc1ccccc1	1.4
Cc1ccccc1S(=O)(=O)N1[C@H](C#N)[C@@H](c2ccc(-c3ccc(F)cc3)cc2)[C@@H]1CO	-2.1
CO[C@H]1CN(C)C(=O)c2ccc(NC(=O)C3CC3)cc2OC[C@@H](C)N(C(=O)Cc2ccccn2)C[C@@H]1C	-1.8
CCC(=O)Nc1ccc2c(c1)C(=O)N(C)C[C@@H](OC)[C@H](C)CN(C(=O)c1ccccn1)[C@@H](C)CO2	-2.9
CC(C)C#Cc1cnc2c(c1)C(=O)N([C@@H](C)CO)C[C@H](C)[C@@H](CN(C)C(=O)Cc1ccncc1)O2	11.4
